Screening results deposited in PubChem BioAssay by National Center for Advancing Translational Sciences (NCATS).
TRHR agonist = TRH receptor (human) agonism; 0.18% of 360,000 active; activation, % at 2 µM; P34981; AID 493084; TRHR cells, calcium flux fluo-8, FDSS agonist mode; further: 0% is about no effect
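Steps: seed TRHR cells overnight; add fluo-8 no-wash Ca dye, RT 30 min–1.5 h; record 10 s baseline; pin-transfer compounds; monitor fluorescence 1 cycle/s for the agonist window. Calcium increases flag candidate agonists.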
D1 antag = blocks dopamine activation of the human D1 receptor; P21728; HEK293 TREx D1 cells, calcium flux, dopamine EC80; active compounds read low; activity change, negative = inhibition, % at 10 µM; 3.2% of 360,000 active; AID 504652; in the data active means activity change below about -30%; further: on the % scale 0 is the no-effect control and ±100 the full control effect
Target sequence (P21728 whole entry, looked up): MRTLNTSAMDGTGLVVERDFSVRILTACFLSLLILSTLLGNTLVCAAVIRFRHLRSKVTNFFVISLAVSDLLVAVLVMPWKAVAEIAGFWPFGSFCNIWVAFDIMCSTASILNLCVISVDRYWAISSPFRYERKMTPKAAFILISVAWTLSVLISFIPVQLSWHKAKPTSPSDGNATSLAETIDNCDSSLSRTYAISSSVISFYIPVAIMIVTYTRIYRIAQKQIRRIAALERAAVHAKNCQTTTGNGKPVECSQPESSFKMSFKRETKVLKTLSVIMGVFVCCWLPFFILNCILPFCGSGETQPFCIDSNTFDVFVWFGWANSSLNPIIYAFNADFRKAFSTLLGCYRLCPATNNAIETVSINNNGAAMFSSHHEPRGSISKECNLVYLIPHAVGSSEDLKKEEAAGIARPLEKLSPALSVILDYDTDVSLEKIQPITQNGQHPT
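Tetracycline-induced HEK293 Trex D1 cells, force-coupled to calcium, dye-loaded; compounds added and read 180 s, then EC80 dopamine added and calcium flux tracked kinetically another 180 s.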
D2 agonist = activates the human D2 dopamine receptor | activation, % at 2 µM | HEK293 T-REx D2 cells, calcium flux agonist mode | 0.53% of 340,000 active | P14416 | AID 485358;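 active means activation over 3 SD above normal in the single-dose calcium agonist read, cut at about 30% in these data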; further: 0% is about no effect
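Tetracycline-induced HEK293 Trex cells with D2 receptor force-coupled to calcium signaling, plated overnight at 30 C and loaded with no-wash calcium dye. Calcium flux read kinetically for 180 s after compound addition; responses flag agonists.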
D1 ag = agonists of human D1 dopamine receptor; AID 504660; P21728; HEK293 T-REx D1 cells, calcium flux, agonist mode; 1% of 360,000 active; activation, % at 2 µM; further: 0% is about no effect
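Inducible HEK293 T-REx D1 cells, force-coupled to calcium signalling, were plated at 4000 cells/well with tetracycline and held overnight at 30 C. After no-wash calcium dye loading, compound-evoked calcium rise over 180 s flagged agonists.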
TRHR PAM = allosterically enhances the human TRH receptor; P34981; TRHR cells, fluo-8 calcium fluorescence, EC20 TRH enhancement; enhancement, % at 2 µM; 0.66% of 360,000 active; in the data active means enhancement above about 30%; further: 0% is about no effect
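TRHR-expressing cells loaded with fluo-8 calcium dye were read kinetically (ex 480/em 530) during compound addition, then stimulated with an EC20 of TRH (10 nM final). Enhancement of the Gq-mediated intracellular calcium response was scored.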
D2 antag = antagonists of human D2 dopamine receptor. P14416. HEK293 TREx D2 cells, calcium flux, dopamine EC80. inhibition, % at 10 µM. 2% of 340,000 active; in the data active means inhibition above about 30%; further: 0% is about no effect
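Calcium flux kinetic readout in an inducible HEK293 TREx D2 line plated overnight at 30 C. After 180 s compound exposure, an EC80 dopamine challenge follows with another 180 s kinetic read to detect antagonism.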
D1 potentiator = human D1 dopamine receptor positive modulation | P21728 | HEK293 TREx D1 cells, calcium flux, dopamine EC20 potentiation | potentiation, % at 10 µM | 0.036% of 360,000 active | AID 504651; in the data active means potentiation above about 30%; further: 0% is about no effect
D2 PAM = positive allosteric modulators of human D2 dopamine receptor; P14416; HEK293 T-REx D2, calcium flux, EC20 dopamine potentiation; potentiation, % at 10 µM; 0.34% of 340,000 active; AID 485347;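 active means potentiation over 3 SD above the plate norm, cut at about 30% in these data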; further: 0% is about no effect
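Potentiation of an EC20 dopamine calcium response is measured in a force-coupled, tetracycline-inducible Hek293 Trex D2 line. Compound-only kinetic reads over 180 s flag agonists before dopamine addition.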
RXFP1 antagonist = antagonists of human relaxin receptor RXFP1; Q9HBX9; HEK293-RXFP1, relaxin-stimulated cAMP HTRF, 30 min; active compounds read low; activity change, negative = inhibition, % at 57.5 µM; 0.59% of 350,000 active;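 active means activity change of -60% or lower, but not beyond a set lower limit; inconclusive means change between -60% and -40%, or beyond the set limit; inactive means change above -40%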; further: on the % scale 0 is the no-effect control and ±100 the full control effect
An asterisk follows results filed as active; ? = inconclusive; nt = no result given. Unless noted, no stated cut-off is given here; in the data, active means activation above about 30%; inactive means the rest.

SMILES	TRHR agonist	D1 antag	D2 agonist	D1 ag	TRHR PAM	D2 antag	D1 potentiator	D2 PAM	RXFP1 antagonist
O=C(COc1ccccc1)Nc1nnc(-c2ccc(Cl)s2)o1	-0.2	22	-0.3	1	6	-11	nt	-5	nt
O=C(Cn1nc(-c2ccccc2)ccc1=O)NCC1COCCO1 (stereo unspecified)	0.1	13	-0.6	0	-2	-22	-1	1	-4
CCOC(=O)C1(C)C=C(Nc2ccc(Br)cc2)C(=O)N1c1ccccc1 (stereo unspecified)	-0.8	2	-1.1	1	-1	nt	0	-12	nt
CCN(C(=O)COC(=O)c1ccccc1Cc1ccccc1)C1CCS(=O)(=O)C1 (stereo unspecified)	0.2	-1	1.2	1	0	-7	-1	19	-8
COc1cc(/C=C(\C#N)c2ccccn2)cc(OC)c1O	47*	2	nt	38*	5	nt	-1	-2	-3
O=C(CC1C(=O)NCCN1CC1CCCCC1)NCc1ccc(Cl)cc1 (stereo unspecified)	3.3	1	0.5	0	-3	-3	-3	-4	-2
CCCCn1c(-c2c(Cl)c(C)nn2C)n[nH]c1=S	-0.4	-10	0.3	2	0	15	-6	nt	-11
O=C(O)C1CCCCN1S(=O)(=O)c1ccc(Cl)s1 (stereo unspecified)	0.9	-1	1.1	1	6	1	-1	1	nt
COc1ccc(OC)c(-c2csc(NC(=O)COC(=O)C3CCC3)n2)c1	0.0	3	-0.4	3	0	-6	nt	5	1
Clc1ccccc1CSc1nncn1NC/C=C/c1ccccc1	-1.3	10	-0.6	1	-2	-2	2	-1	-13
NC(=O)c1cc([N+](=O)[O-])ccc1NCc1ccccn1	-0.3	-2	0.9	-2	3	2	4	10	nt
CCCCNC(=O)NS(=O)(=O)c1ccc(NC(=O)C(NC(N)=O)C(C)CC)cc1 (stereo unspecified)	0.1	3	-0.7	2	-1	3	-3	-4	-8
COc1cccc(-c2nc(CC(=O)O)cs2)c1OC	0.4	3	0.0	-1	1	-24	-2	9	2
Cc1ccccc1-c1nnn(CC(=O)Nc2ccc3c(c2)OCO3)n1	0.7	2	-0.3	1	-5	-9	-2	-9	-1
CCOC(=O)N/N=C/c1c(C)nn(-c2cccc(C(F)(F)F)c2)c1Cl	0.0	6	-0.4	10	-6	5	4	0	?
COc1ccc(NS(=O)(=O)c2ccc3oc(SC)nc3c2)cc1	-0.4	-15	-0.5	7	9	20	-3	-1	-6
COc1c(N2CCN(C(=S)NCc3ccccc3)C(C)C2)c(F)cc2c(=O)c(C(=O)O)cn(C3CC3)c12 (stereo unspecified)	0.3	26	0.5	0	5	-4	2	0	1
O=C(Nc1cccc(Cl)c1)c1cc(-c2ccccc2)on1	0.6	-1	0.3	10	9	nt	1	-17	-6
Cc1cc(C)n(CC(=O)NNC(=O)COc2ccc(Cl)cc2Cl)n1	0.2	13	-0.8	3	2	19	nt	-5	6
Cc1ccc(S(=O)(=O)N2CCCCC2)cc1NC(=O)c1cccnc1	0.3	9	-0.4	4	-9	1	-4	5	-3

Eleven structures from above, arranged by count of non-hydrogen atoms, lowest first:
SMILES	TRHR agonist	D1 antag	D2 agonist	D1 ag	TRHR PAM	D2 antag	D1 potentiator	D2 PAM	RXFP1 antagonist
CCCCn1c(-c2c(Cl)c(C)nn2C)n[nH]c1=S	-0.4	-10	0.3	2	0	15	-6	nt	-11
COc1cccc(-c2nc(CC(=O)O)cs2)c1OC	0.4	3	0.0	-1	1	-24	-2	9	2
NC(=O)c1cc([N+](=O)[O-])ccc1NCc1ccccn1	-0.3	-2	0.9	-2	3	2	4	10	nt
O=C(Nc1cccc(Cl)c1)c1cc(-c2ccccc2)on1	0.6	-1	0.3	10	9	nt	1	-17	-6
O=C(COc1ccccc1)Nc1nnc(-c2ccc(Cl)s2)o1	-0.2	22	-0.3	1	6	-11	nt	-5	nt
COc1ccc(NS(=O)(=O)c2ccc3oc(SC)nc3c2)cc1	-0.4	-15	-0.5	7	9	20	-3	-1	-6
Cc1cc(C)n(CC(=O)NNC(=O)COc2ccc(Cl)cc2Cl)n1	0.2	13	-0.8	3	2	19	nt	-5	6
CCOC(=O)N/N=C/c1c(C)nn(-c2cccc(C(F)(F)F)c2)c1Cl	0.0	6	-0.4	10	-6	5	4	0	?
COc1ccc(OC)c(-c2csc(NC(=O)COC(=O)C3CCC3)n2)c1	0.0	3	-0.4	3	0	-6	nt	5	1
CCCCNC(=O)NS(=O)(=O)c1ccc(NC(=O)C(NC(N)=O)C(C)CC)cc1 (stereo unspecified)	0.1	3	-0.7	2	-1	3	-3	-4	-8
COc1c(N2CCN(C(=S)NCc3ccccc3)C(C)C2)c(F)cc2c(=O)c(C(=O)O)cn(C3CC3)c12 (stereo unspecified)	0.3	26	0.5	0	5	-4	2	0	1

Next part.
SMILES	TRHR agonist	D1 antag	D2 agonist	D1 ag	TRHR PAM	D2 antag	D1 potentiator	D2 PAM	RXFP1 antagonist
Fc1cccc(NCc2cn3ccccc3n2)c1	-4.8	3	3.1	1	11	11	-4	nt	25
NCC(=O)N1CCC(C(=O)N[C@@H](Cc2c[nH]c3ccccc23)C(=O)O)CC1	1.1	-9	0.3	1	9	2	-1	-2	-8
COc1ccc(CNC(=O)c2c(O)nc3cc(C)ccn3c2=O)cc1	-0.4	31	-0.7	-1	8	nt	-5	17	nt
O=C(c1ccco1)N1CCN(C(=O)C2CCCO2)CC1 (stereo unspecified)	0.1	-9	-0.2	0	-3	12	-6	-5	-6
CC(C)(C)OC(=O)N1CCN(c2ccc(NC(=O)Cn3nnc(-c4ccccc4)n3)cc2)CC1	-0.1	24	-0.4	-1	8	-9	-8	19	-2
CC(=O)Nc1cc(C)c2nc(NC(C)=O)sc2c1	0.8	11	0.4	5	-2	1	-1	-4	-16
Cc1cccc(-c2nc(C)c(CCNC(=O)C(=O)Nc3ccccc3C#N)s2)c1	-0.2	10	-0.2	5	-3	nt	-4	-3	nt
COc1ccc(/C(N)=N/OC(=O)C2CCC(=O)N2S(=O)(=O)c2ccc(C)cc2)cc1OC (stereo unspecified)	0.1	-23	1.1	8	-1	-10	1	5	10
CC1CCCCN1S(=O)(=O)c1ccc(C(=O)Nc2nnc(-c3ccco3)o2)cc1 (stereo unspecified)	-0.9	-2	-0.9	1	-1	1	0	5	-24
